HIF-2a inh: inhibitors of HIF-2a; 786-0 RCC cells HIF-2a reporter, luciferase luminescence, overnight; inhibition, % at 18.8 µM; 360,000 compounds, 0.72% hits; AID 624352;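 active = inhibition of the luminescence signal of 40% or more relative to plate controls, in a single-dose primary screen at 18.75 µM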
Vif inh: HIV Vif inhibition | inhibition, % at 7.49 µM | HEK293T cells, Vif self-association by quenched fluorescence, imaging, 24 h | 340,000 compounds, 0.35% hits; in the data active = inhibition above about 50%, passing the limit was not always enough; inconclusive = no clear call, values can overlap the other calls; inactive = below about 31%; note: some results filed as inactive read as strong as hits
KKLEB tox: reduces viability of KKLEB cystic fibrosis airway cells | KKLEB CF airway cells viability, ATPlite luminescence, overnight; active compounds read low; cells stimulated with P. aeruginosa culture filtrate | activity change (cytotoxicity), % at 5 µM | 360,000 compounds, 0.36% hits | AID 602141;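 active = corrected activity change at or below -50% at 5 µM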
NR2E3 ag-1: agonists of human nuclear receptor NR2E3; Q9Y5X4; GST-NR2E3/biotin-RetCOR TR-FRET, 1536-well; inhibition of corepressor binding, % at 4.78 µM; 320,000 compounds, 0.12% hits; AID 2300;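 active = percent inhibition above the cutoff of mean plus 3 SD of all tested compounds, set per screening campaign, cut at about 20% in these data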;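 note: 0% = DMSO wells and 100% = biotin wells as full block of FRET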
Target sequence (Q9Y5X4 whole entry, looked up): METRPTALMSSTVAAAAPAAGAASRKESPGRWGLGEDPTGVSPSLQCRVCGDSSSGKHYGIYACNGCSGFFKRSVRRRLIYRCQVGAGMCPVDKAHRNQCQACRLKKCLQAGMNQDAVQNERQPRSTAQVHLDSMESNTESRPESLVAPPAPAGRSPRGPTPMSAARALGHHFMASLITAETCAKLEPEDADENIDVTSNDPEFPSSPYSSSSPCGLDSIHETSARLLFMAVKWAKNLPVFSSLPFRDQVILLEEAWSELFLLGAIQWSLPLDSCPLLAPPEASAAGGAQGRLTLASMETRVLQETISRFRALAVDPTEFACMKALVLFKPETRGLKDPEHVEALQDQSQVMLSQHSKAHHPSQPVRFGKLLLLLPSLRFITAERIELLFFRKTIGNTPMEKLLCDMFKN
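System: GST-tagged NR2E3 plus biotinylated RetCOR corepressor; Buffer or medium: pH 7.5 Tris-based buffer; Probe or stimulus: RetCOR corepressor, biotinylated, 7 nM; Doses: compound at 4.8 µM, single dose; Schedule: 5 h incubation at 4 °C; Technique: time-resolved FRET; Evaluation: percent inhibition of TR-FRET ratio; Replication: one well per compound, singlicate testing.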
CaV13 FRET inh: Disruptors of the CACNA1D IQ motif to Ca2+-dependent inactivation inhibitor domain association, primary screening, Förster resonance energy transfer in intact living …; 340,000 compounds, 0.098% hits; inhibition, % at 12.3 µM; HEK cells, CFP/YFP FRET ICDI-IQ, plate reader, 10 min; percent FRET-ratio fall versus neutral wells; AID 743397;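 active = mean replicate inhibition of at least 30% and at least 1% of replicates passing that level; inconclusive = only one of the two criteria is met; inactive = neither criterion is met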;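 note: 0% = median of the neutral control wells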
TRPM1 prom inh: inhibitors of MITF-driven TRPM1 promoter in melanoma cells | inhibition, % at 12.5 µM | SK-MEL-5 TRPM1 promoter luciferase, 24 h | 330,000 compounds, 0.83% hits;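 active = mean inhibition across replicates of 60% or more, whatever share of single replicates reaches that level; inconclusive = some that reach 60%, reason not given; inactive = mean inhibition across replicates below 60%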; note: values of inactives mirror those of a sister screen read the other way
CF NFkB inh: inhibitors of cystic fibrosis induced NF-kB; KKLEB NF-kB-GFP reporter, PAF-induced, GFP fluorescence overnight; inhibition, % at 5 µM; 360,000 compounds, 0.86% hits; AID 588850;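 active = at least 50% inhibition at 5 µM, scaled per plate between neutral and stimulator controls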;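 note: PAF is a Pseudomonas aeruginosa culture filtrate used as stimulus; plate controls were PAF-stimulated DMSO wells for no effect and unstimulated DMSO wells for full effect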
PDI turbidity: blocks human protein disulfide isomerase activity. P07237. PDI insulin aggregation turbidity, A650, 90 min. inhibition, % at 10 µM. 350,000 compounds, 0.052% hits. AID 588391;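 active = mean inhibition across replicates of 30% or more, whatever share of single replicates reach that level; inconclusive = mean inhibition below 30% while every single replicate reaches 30%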;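 note: absorbance from insulin aggregation driven by PDI reduction with DTT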
Target sequence (P07237 whole entry, looked up): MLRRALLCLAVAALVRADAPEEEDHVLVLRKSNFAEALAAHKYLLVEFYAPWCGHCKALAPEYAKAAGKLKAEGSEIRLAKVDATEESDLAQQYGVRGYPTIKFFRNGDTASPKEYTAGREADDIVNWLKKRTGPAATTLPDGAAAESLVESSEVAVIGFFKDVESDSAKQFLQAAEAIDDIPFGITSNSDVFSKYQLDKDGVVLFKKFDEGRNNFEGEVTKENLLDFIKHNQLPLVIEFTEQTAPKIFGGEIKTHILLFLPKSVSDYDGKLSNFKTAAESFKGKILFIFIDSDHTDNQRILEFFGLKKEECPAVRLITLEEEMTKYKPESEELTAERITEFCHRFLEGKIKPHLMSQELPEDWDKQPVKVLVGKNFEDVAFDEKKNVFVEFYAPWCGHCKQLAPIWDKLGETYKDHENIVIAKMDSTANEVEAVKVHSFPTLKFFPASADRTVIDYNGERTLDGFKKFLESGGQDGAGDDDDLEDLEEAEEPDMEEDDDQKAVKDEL
NR2E3 ag-2: human photoreceptor-specific nuclear receptor agonism; CHO-S Gal4-NCOR/VP16-NR2E3 two-hybrid, luciferase; inhibition of corepressor binding, % at 3.98 µM; 360,000 compounds, 0.35% hits; AID 602229;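 active = inhibition above the mean of all tested compounds plus 3 SD, cut at about 70% in these data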;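 note: 0% = DMSO with NR2E3 transfected cells and 100% = cells lacking NR2E3 construct; higher means lower luciferase signal from less NR2E3 corepressor binding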
Shn3 3UTR inh: inhibitors of Schnurri-3 3'UTR reporter in osteoblasts; inhibition, % at 12.5 µM; Clone20 osteoblast Shn3 3'UTR firefly luciferase, 24 h; AID 588674; 360,000 compounds, 0.52% hits;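 active = mean inhibition of at least 75% with every replicate also reaching 75%; inconclusive = mean inhibition at least 75% but some replicate below; inactive = mean inhibition below 75%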;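 note: 0% = median of neutral control wells and 100% = pilot-screen positive control compound; some compounds past the cut are filed as inactive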
Peg3 promoter: reduces Peg3 promoter-driven luciferase expression in HeLa. HeLa PEG-Prom luciferase reporter, luminescence, overnight. inhibition, % at 20 µM. 360,000 compounds, 1.7% hits;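 active = inhibition of at least 50% at 20 µM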
* = called active by the depositor; u = inconclusive; x = no result given.

1. CNC[C@H]1OCCCC[C@H](C)Oc2ccc(NC(=O)CCCN(C)C)cc2C(=O)N([C@H](C)CO)C[C@@H]1C
2. CCN(CC)S(=O)(=O)c1ccc(C)c(C)c1
3. Cc1cc2ncn(-c3ncccc3[N+](=O)[O-])c2cc1C
4. COc1cccc(C2=NOC(C(=O)NCc3ccco3)C2)c1 (stereo unspecified)
5. COc1ccc(-c2ccc(C(=O)Nc3cccc(NS(C)(=O)=O)c3)c3occc23)c(C)c1
6. O=C(c1ccccc1)c1cc([N+](=O)[O-])ccc1N1CCCC1
7. COc1ccccc1Nc1nc(NCC(C)C)nc(N)c1[N+](=O)[O-]
8. CCOC(=O)c1[nH]c2ccc(OC)cc2c1NC(=O)N1CCOCC1
Screen / compound no.	1	2	3	4	5	6	7	8
HIF-2a inh	-8	15	3	-61	-109	9	26	3
Vif inh	7	-3	22	x	-17	-10	-2	2
KKLEB tox	10	-1	-13	-14	8	-16	-14	3
NR2E3 ag-1	x	-2	1	2	x	0	0	0
CaV13 FRET inh	-6	-4	-8	-4	-4	-19	-5	x
TRPM1 prom inh	x	-1	-2	6	x	9	-10	6
CF NFkB inh	-24	1	2	14	28	-11	55*	-6
PDI turbidity	-2	-12	7	-3	4	2	-1	-4
NR2E3 ag-2	-24	-3	-29	-111	9	-9	12	-6
Shn3 3UTR inh	-4	1	8	-6	16	4	-8	-10
Peg3 promoter	-13	12	19	-29	17	22	45	-3

9. c1ccc(-n2nnnc2SCCCSc2nc3ccccc3s2)cc1
10. Cc1cccc(OC(C)C(=O)Nc2nc(-c3ccncc3)cs2)c1 (stereo unspecified)
11. O=C1C(=O)N(Cc2ccccc2)C(=O)N1CCN1C(=O)c2ccccc2C1=O
12. O=C(NC(=O)c1ccccc1)Nc1cccc(S(=O)(=O)N2CCCCC2)c1
13. CCCSc1nc2c(cnn2-c2ccc(C)c(C)c2)c(=O)[nH]1
14. COc1ccc(/C=N/NC(=S)Nc2ccccc2)cc1
15. O=C(NCc1ccccc1)C1CCC(=O)N(CC2CCCCC2)C1 (stereo unspecified)
16. CCN(CC)c1ccc(N=Cc2c(C)[nH]c3ccccc23)cc1
Screen / compound no.	9	10	11	12	13	14	15	16
HIF-2a inh	-34	0	16	13	6	-21	-14	-16
Vif inh	1	-10	-26	22	7	11	5	-9
KKLEB tox	0	-7	-7	-8	-2	4	-11	9
NR2E3 ag-1	0	x	-2	-3	-4	0	1	-4
CaV13 FRET inh	-8	-6	-1	-2	-5	7	-3	-6
TRPM1 prom inh	12	21	-1	14	-14	9	-2	1
CF NFkB inh	-25	-9	14	26	2	1	6	-14
PDI turbidity	1	3	-1	6	-7	2	7	0
NR2E3 ag-2	8	5	2	-29	8	16	-27	-31
Shn3 3UTR inh	10	31	14	8	-19	-3	1	49
Peg3 promoter	6	12	12	18	-3	-11	-17	-10

17. CC1(C)Cc2c(C#N)c(SCCOc3ccccc3)nc(N3CCOCC3)c2CO1
18. COc1ccc(S(=O)(=O)N2CCOCC2)cc1NC(=O)Cc1c(Cl)cccc1Cl
19. CC(=O)c1cnc2nc(SCc3cccc(C)c3)nn2c1C
20. COc1cc(CC(NC(C)=O)C(=O)NC2CCN(C(=O)Nc3ccccc3C)CC2)cc(OC)c1 (stereo unspecified)
21. CCOC(=S)SCC(=O)Nc1nc(C)c(C)s1
22. COc1ccc(OC)c(NC(=O)CCCC(=O)NC2CCCCC2)c1
23. Cc1cccc(C)c1NC(=O)COc1cccc(/C=N/NC(=O)C(=O)NCc2ccccc2)c1
24. Cc1nn(Cc2c(F)c(F)c(F)c(F)c2F)c(C)c1NC(=O)c1c(-c2ccccc2)nn(-c2ccccc2)c1C
Screen / compound no.	17	18	19	20	21	22	23	24
HIF-2a inh	31	23	-80	10	1	12	28	6
Vif inh	30	-6	21	0	13	13	12	-14
KKLEB tox	-16	-9	-8	2	-5	-13	4	14
NR2E3 ag-1	1	0	2	1	0	4	-2	1
CaV13 FRET inh	x	-5	-21	-4	-4	-20	x	-4
TRPM1 prom inh	0	8	-27	-3	-10	0	3	27
CF NFkB inh	46	8	4	3	43	6	7	-12
PDI turbidity	-10	5	17	-4	-3	-6	-7	-7
NR2E3 ag-2	-1	-10	-31	-3	-28	9	-4	20
Shn3 3UTR inh	12	7	2	-61	54	9	-6	11
Peg3 promoter	38	5	-74	-17	5	14	3	28

25. Cc1ccc(O)c(NC(=O)c2ccc3c(c2)C(=O)N(Cc2ccco2)C3=O)c1
26. O=[N+]([O-])c1cc(S(=O)(=O)N2CCCC2)ccc1N/N=C/c1ccccn1
27. CCOC(=O)N1CCN(CC(O)COc2ccccc2C(C)C)CC1 (stereo unspecified)
28. CCCC12CN3CC(C)(CN(C1)C31C(=O)Nc3ccc(C)cc31)C2=O (stereo unspecified)
29. COc1ccccc1C(=O)NCC(=O)Nc1ccccc1
30. CCC(=O)N(Cc1cc2ccc(C)cc2[nH]c1=O)c1ccccc1OC
31. CCOc1ccccc1CNC(=O)CCCC(=O)n1nc(C)c2ccccc21
32. CCN(CC)c1ccc(C(=O)OCC(=O)Nc2ccc3[nH]c(=O)[nH]c3c2)cc1
Screen / compound no.	25	26	27	28	29	30	31	32
HIF-2a inh	8	-10	13	-5	-6	3	0	-4
Vif inh	4	16	x	2	-4	-5	-6	3
KKLEB tox	6	-14	-10	-6	9	3	-8	20
NR2E3 ag-1	-1	-2	-1	4	2	0	4	5
CaV13 FRET inh	-7	-3	0	-8	-5	-2	-3	-9
TRPM1 prom inh	6	-18	-7	-4	14	8	1	9
CF NFkB inh	-27	22	16	6	-25	-14	7	-11
PDI turbidity	-19	-2	22	-4	16	2	7	-13
NR2E3 ag-2	16	-19	-43	2	-11	-19	3	-22
Shn3 3UTR inh	2	17	7	-24	3	-16	5	7
Peg3 promoter	5	-19	11	-4	-26	10	-11	-4

33. COc1cccc(C(=O)CC(=O)C(=O)Nc2cc(OC)ccc2OC)c1
34. COc1ccc(-c2cc(C(=O)N(C)CC(=O)Nc3cccc(F)c3)c3ccccc3n2)cc1OC
35. CN(c1ccc(C(=O)Nc2ccccc2C(=O)N2CCCC2)cc1)S(C)(=O)=O
36. CCOc1ccc(C(=O)CN2CCN(S(=O)(=O)c3ccc(F)cc3)CC2)cc1
37. CCCCn1c(NCc2ccccc2O)nc2ccccc21
38. COc1ccc(CCNC2=NCCS2)cc1
39. CC(C)(C)NC(=O)CSc1nc2ccccc2c(=O)[nH]1
40. COc1ccccc1-c1sc2cc3c(cc2c1-c1ccc(OCCN2CCCCC2)cc1)OCO3
Screen / compound no.	33	34	35	36	37	38	39	40
HIF-2a inh	10	6	8	1	-86	-21	-113	22
Vif inh	-4	5	-4	11	0	u	4	4
KKLEB tox	3	-32	-7	4	7	9	-6	-28
NR2E3 ag-1	-1	x	-3	-4	2	-1	-1	x
CaV13 FRET inh	-19	-10	-1	0	-6	x	-6	-7
TRPM1 prom inh	0	x	-2	-17	x	-11	-16	-1
CF NFkB inh	11	30	11	-5	-16	-4	8	25
PDI turbidity	0	8	9	1	x	-4	1	3
NR2E3 ag-2	-14	7	-4	-9	-34	-12	-27	28
Shn3 3UTR inh	3	12	6	9	-4	-4	-26	-13
Peg3 promoter	8	48	-5	4	-51	4	-69	100*

Single entries from the results shown.
NR2E3 ag-2, compound 4 is entered as -111
Shn3 3UTR inh, compound 21 is entered as 54
TRPM1 prom inh, compound 7 is entered as -10

Continued:
41. COC(=O)CCC(=O)OC1(C)C(=O)C=C2C=C(C3CC3)N(C(CO)CO)C=C2C1=O (stereo unspecified)
42. CCOC(=O)c1oc2ccccc2c1NC(=O)CN1CCOCC1
43. O=C(CSc1nncc2ccccc12)Nc1ccc(F)cc1
44. CC(C)c1ccc(S(=O)(=O)N2CCN(C(=O)c3ccco3)CC2)cc1
45. COc1ccc(NC(=O)N2CCN(S(=O)(=O)c3ccc(F)cc3)CC2)c(OC)c1
46. COc1ccc(OC)c(S(=O)(=O)N2CCc3ccccc3C2)c1
47. C/C(=N/OC(=O)c1ccc(Cl)cc1Cl)c1oc(C)nc1C
48. O=C(CSc1ncn[nH]1)N(C1CCCCC1)C1CCCCC1
Screen / compound no.	41	42	43	44	45	46	47	48
HIF-2a inh	18	10	-2	12	3	14	13	30
Vif inh	-2	-1	24	7	0	-2	1	5
KKLEB tox	8	-7	3	12	-10	-22	-13	14
NR2E3 ag-1	0	0	2	7	x	3	-1	0
CaV13 FRET inh	-7	-3	-2	-5	-5	-20	-5	-5
TRPM1 prom inh	-1	-4	-32	3	-1	5	-6	4
CF NFkB inh	-3	15	-4	0	7	8	1	35
PDI turbidity	-3	-2	3	8	-2	15	-10	7
NR2E3 ag-2	-4	-4	-68	-18	-6	-12	3	-25
Shn3 3UTR inh	-9	7	-31	26	3	-8	-30	-6
Peg3 promoter	-15	19	-14	14	16	29	-1	24

49. COc1ccccc1N1CCN(C(=O)c2ccc3c(=O)n(Cc4ccc5c(c4)OCO5)c(=O)[nH]c3c2)CC1
50. O=C(O)c1ccc(S(=O)(=O)Nc2ccc(F)c(Cl)c2)cc1
51. Cc1ccc(C)c(NC(=O)c2cc([N+](=O)[O-])cc([N+](=O)[O-])c2)c1
52. CN(C)CCCN(C(=O)c1ccc(S(=O)(=O)N2CCOCC2)cc1)c1nc2cc3c(cc2s1)OCO3
53. CCOCCCNC(=O)CN1C(=O)c2ccccc2Sc2ncccc21
Screen / compound no.	49	50	51	52	53
HIF-2a inh	10	1	13	11	8
Vif inh	-13	1	5	3	6
KKLEB tox	-15	4	-1	0	2
NR2E3 ag-1	3	-3	5	0	2
CaV13 FRET inh	x	-2	13	-6	-4
TRPM1 prom inh	7	10	6	-12	15
CF NFkB inh	9	20	-8	-7	8
PDI turbidity	-2	8	3	8	1
NR2E3 ag-2	0	-25	-37	-14	18
Shn3 3UTR inh	21	-8	9	-1	10
Peg3 promoter	13	12	23	-15	3

Complete entries as entered above. Screens in order: HIF-2a inh	Vif inh	KKLEB tox	NR2E3 ag-1	CaV13 FRET inh	TRPM1 prom inh	CF NFkB inh	PDI turbidity	NR2E3 ag-2	Shn3 3UTR inh	Peg3 promoter
Profile of COc1ccccc1N1CCN(C(=O)c2ccc3c(=O)n(Cc4ccc5c(c4)OCO5)c(=O)[nH]c3c2)CC1 = 10	-13	-15	3	x	7	9	-2	0	21	13
Profile of CN(C)CCCN(C(=O)c1ccc(S(=O)(=O)N2CCOCC2)cc1)c1nc2cc3c(cc2s1)OCO3 = 11	3	0	0	-6	-12	-7	8	-14	-1	-15
Profile of Cc1ccc(C)c(NC(=O)c2cc([N+](=O)[O-])cc([N+](=O)[O-])c2)c1 = 13	5	-1	5	13	6	-8	3	-37	9	23

Screening data deposited in PubChem by several laboratories.
